Compound activity deposited in PubChem BioAssay by several laboratories.
FXIIa inh = blocks human coagulation factor XIIa protease activity | P00748 | 220,000 compounds, 0.3% hits | purified FXIIa, Boc-QGR-AMC fluorogenic substrate, 2 h | inhibition, % at 5 µM; in the data active means inhibition above about 40%;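 further: 0% = enzyme with no compound and 100% = blank without enzyme; many of its hits are not listed in these tables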
TNF death inh = blocks TNF-alpha induced death of Jurkat FADD-/- cells; Jurkat FADD-/- TNF necroptosis rescue, ATP luminescence, 24 h; 0 = TNF only, 100 = no-TNF cells; activation (protection from cell death), % at 10 µM; 220,000 compounds, 0.068% hits;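 active means activation, meaning protection from cell death, of at least 50% relative to plate controls; inactive means activation below 50%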;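 further: necroptosis triggered by 40 ng/mL TNF-alpha added together with compound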
KCC2 mod = modulators of human KCC2 chloride dependent transport; Q9H2X9; KCC2 cells, thallium flux FluoZin-2 fluorescence; B-score of Tl+ flux slope (higher = more flux/activation; lower = inhibition) at 10 µM; 190,000 compounds, 2.2% hits;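 active means thallium flux slope and its plate-corrected score both differing from the plate sample mean at a set confidence after two filtering rounds, in either direction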;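 further: slope of fluorescence scaled to starting intensity during 10 to 20 s after thallium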
Thrombin inh = thrombin (human) inhibition; AID 1046; inhibition, % at 5 µM; P00734; alpha-thrombin, Boc-VPR-AMC fluorogenic substrate cleavage; 220,000 compounds, 0.26% hits;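 active means inhibition at or above 40%; inactive means inhibition below 40%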;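 further: 0% = enzyme with no compound and 100% = wells without enzyme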
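Assay system: human alpha-thrombin enzyme. Reagent: Boc-VPR-AMC substrate, 15 µM final. Compound dosing: one concentration per compound, 5 µM, with 0.2% DMSO. Incubation: room-temperature reaction. Technique: AMC fluorescence, 355/460 nm. Measure: % inhibition relative to enzyme controls and enzyme-free blanks.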
Rad51 HR inh = blocks human Rad51 in homologous recombination; hRad51 DNA strand exchange, fluorescence dequenching; inhibition, % at 10 µM; 200,000 compounds, 0.085% hits;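 active means inhibition above 40% at the single screening dose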;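 further: 0% = DMSO control wells and 100% = blanks with heterologous ssDNA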
Target sequence (Q06609 whole entry, looked up): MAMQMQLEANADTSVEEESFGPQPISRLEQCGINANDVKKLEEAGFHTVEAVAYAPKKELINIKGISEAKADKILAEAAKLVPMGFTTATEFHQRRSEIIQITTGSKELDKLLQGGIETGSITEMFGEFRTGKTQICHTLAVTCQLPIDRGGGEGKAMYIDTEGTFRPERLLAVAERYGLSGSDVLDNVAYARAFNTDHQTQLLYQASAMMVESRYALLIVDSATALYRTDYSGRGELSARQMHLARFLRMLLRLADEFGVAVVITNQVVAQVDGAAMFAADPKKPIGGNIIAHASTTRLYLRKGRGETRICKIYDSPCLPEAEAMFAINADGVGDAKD
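Test system: preformed human Rad51 ssDNA filaments. Compound dosing: single dose, 10 µM final compound. Incubation: filaments 15 min 37 °C, then compound 30 min. Technique: FRET fluorescence dequenching, excitation 485 nm, emission 520 nm. Read-out basis: percent inhibition from fluorescence, normalised to plate control and blank means. Benchmarks: plate controls and plate blanks.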
FXIa inh = inhibitors of human coagulation factor XIa; P03951; purified FXIa, Boc-Glu-Ala-Arg-AMC fluorogenic substrate; inhibition, % at 5 µM; 220,000 compounds, 0.14% hits; AID 798;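 active means inhibition of at least 40%; inactive means inhibition below 40%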;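 further: fluorescence of freed AMC excited at 355 nm; 0% = enzyme without compound and 100% = no enzyme blank; many of its hits are not listed in these tables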
Target sequence (P03951 19-387 limits assumed): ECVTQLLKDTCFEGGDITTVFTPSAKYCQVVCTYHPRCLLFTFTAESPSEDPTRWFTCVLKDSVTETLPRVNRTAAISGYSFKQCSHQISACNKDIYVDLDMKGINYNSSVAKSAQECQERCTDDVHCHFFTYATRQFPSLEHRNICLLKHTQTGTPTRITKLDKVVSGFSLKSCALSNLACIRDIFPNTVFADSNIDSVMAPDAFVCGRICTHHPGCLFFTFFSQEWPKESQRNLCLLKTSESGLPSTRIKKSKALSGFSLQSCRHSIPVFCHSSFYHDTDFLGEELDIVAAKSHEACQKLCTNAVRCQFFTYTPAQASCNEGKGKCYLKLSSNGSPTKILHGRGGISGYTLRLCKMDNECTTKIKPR
Target sequence (P03951 388-625 limits assumed): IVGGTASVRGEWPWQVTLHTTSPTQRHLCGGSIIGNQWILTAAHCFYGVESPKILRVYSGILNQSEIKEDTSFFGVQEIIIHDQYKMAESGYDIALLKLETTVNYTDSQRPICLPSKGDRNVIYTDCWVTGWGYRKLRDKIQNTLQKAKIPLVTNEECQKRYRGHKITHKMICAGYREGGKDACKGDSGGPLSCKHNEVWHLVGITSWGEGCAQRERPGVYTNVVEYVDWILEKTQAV
Hck-Nef inh = inhibitors of human Hck kinase activated by Nef; AID 463187; 220,000 compounds, 0.68% hits; inhibition, % at 20 µM; Recombinant Hck-YEEI plus Nef, Z-Lyte FRET kinase assay; P08631;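 active means Hck-Nef kinase inhibition above about 50%, limit read from the data; inactive means inhibition below that limit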;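 further: 0% = DMSO with Hck plus Nef and 100% = Hck alone without Nef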
KLK5 inh = inhibitors of human kallikrein 5 | recombinant hK5, fluorogenic AMC substrate cleavage | 210,000 compounds, 0.59% hits | Q9Y337 | inhibition, % at 5 µM | AID 873;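 active means inhibition of 40% or more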;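 further: 0% = enzyme controls without compound and 100% = no-enzyme blanks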
L929 necroptosis = blocks zVAD induced death of L929 cells | L929 zVAD necroptosis rescue, ATP luminescence, 24 h; with zVAD 60 µM | 220,000 compounds, 0.38% hits | viability rescue, % at 10 µM;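 active means activation, scaled between plate controls, above about 75%, limit read from the data; inactive means activation under that limit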;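 further: 0% = zVAD with DMSO and 100% = DMSO alone without zVAD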
* hit, by the source's call; . = not tested or not shown.

Each structure is followed by: FXIIa inh	TNF death inh	KCC2 mod	Thrombin inh	Rad51 HR inh	FXIa inh	Hck-Nef inh	KLK5 inh	L929 necroptosis
- Cc1c(N(C(=O)CNC(=O)c2ccccc2)C2(C(=O)NC3CCCC3)CCCCC2)c(=O)n(-c2ccccc2)n1C
  3.5	1.2	0.00797	-8.9	-6.7	-1.7	0.7	-2.2	3.0
- O=C(Cn1cnc([N+](=O)[O-])n1)N/N=C/c1ccc2ccccc2c1
  -2.3	1.0	-1.22	24.3	-5.1	-4.0	1.1	15.6	1.4
- CCOC(=O)Cc1c(C)nc2c(-c3ccccc3)c(C)[nH]n2c1=O
  -0.3	-1.0	.	-0.1	-6.2	-3.9	-0.1	1.6	0.1
- COc1ccc(/C=C/C(=O)N(c2ccccn2)C2CCCCC2)cc1OC
  8.8	-1.1	0.00485	-0.2	-1.1	3.2	-2.7	5.8	1.3
- O=c1[nH]ncc2c3ccccc3n(Cc3cccc(Cl)c3)c12
  8.2	0.6	-0.684	-9.7	-396.4	-3.0	13.5	-7.7	0.7
- COc1cccc(-c2nc(-c3ccc(Br)o3)no2)c1
  3.5	2.0	0.558	-11.0	.	0.0	19.8	2.1	0.5
- O=C(CSCc1ccc(F)cc1)Nc1ccc(F)cc1
  8.0	78.8*	-1.38	-2.9	6.4	9.4	8.1	-7.5	0.3
- CCSc1nc2c(c(=O)n(C)c(=O)n2C)n1Cc1ccc(Cl)cc1
  .	-2.8	0.915	.	9.6	.	1.2	.	0.2
- O=C(Nc1ccccc1N1CCOCC1)c1ccc(Cl)c(S(=O)(=O)NCc2ccco2)c1
  2.7	1.5	0.00615	-9.0	10.2	-3.3	17.0	-3.2	-0.7
- C/C(CC(=O)Nc1ccc(Cl)cc1Cl)=N\NC(=O)c1ccncc1
  7.8	1.6	-0.0888	-8.6	.	3.8	7.2	-1.3	0.9
- COc1ccc(C(=O)NNS(=O)(=O)c2ccccc2)cc1
  10.0	1.5	-1.43	-7.1	-1.8	1.2	2.5	-11.9	0.9
- COc1ccc(C)cc1NC(=O)C1CCCN1C(=O)OCc1ccccc1 (stereo unspecified)
  -4.7	1.1	-0.85	3.2	-3.1	-9.6	-1.1	-17.6	-0.8
- Cn1c(=O)c2c(n3cnnc13)-c1ccccc1CC21CCCC1
  17.9	-4.0	1.54	22.2	1.1	10.5	5.4	33.1	0.4
- CCOc1cccc(-c2cc(C(=O)NN)[nH]n2)c1
  4.1	0.6	0.0243	6.4	-7.5	-1.4	-0.9	-2.9	0.1
- Cc1ccc(CSCC(=O)NCc2cccnc2)cc1
  7.8	1.4	0.00392	-0.5	.	6.0	-0.6	-15.5	-0.4
- CCOC(=O)CC(=O)CSc1ncnc2c1nnn2-c1ccc(F)cc1
  4.9	1.5	0.765	-6.0	-8.5	-4.3	11.2	-9.8	2.2
- Cc1sc(NC(=O)c2ccccc2)c(C(=O)NCCN(C)C)c1C
  13.7	-0.9	0.155	0.7	1.2	4.4	1.8	3.1	0.2
- CCOC(=O)N1CCC(NC(=O)c2cc(C(=O)Nc3ccc(OCC)cc3)ccc2CO)CC1
  14.9	-2.5	0.671	0.2	4.9	0.2	1.5	-2.5	0.3
- O=C(N/N=C/C=C/c1ccccc1)c1ccc(Br)cc1
  12.6	2.0	0.245	3.7	0.1	7.1	-2.0	6.5	1.6
- COc1ccc(NC(=O)COC(=O)/C=C/c2ccccc2[N+](=O)[O-])cc1OC
  13.0	2.9	-0.0895	-1.0	.	12.2	2.6	-13.9	1.3
- O=C(CN1C(=O)NC2(CCCc3ccccc32)C1=O)N1CCc2ccccc2C1 (stereo unspecified)
  14.3	-0.1	.	4.5	-3.4	-4.0	0.0	-13.2	1.7
- Cn1c(Cc2csc(N)n2)nnc1SCC(=O)NC1CCCCC1
  6.3	-0.5	0.268	2.0	-10.0	5.4	1.6	-27.4	1.0
- CN(CC(=O)Nc1ccc(F)cc1)c1ccc(S(=O)(=O)N2CCCCC2)cc1[N+](=O)[O-]
  8.6	3.0	0.459	-6.2	-0.3	2.8	2.5	-13.4	0.7
- COc1ccc(-c2[nH]ncc2CN2CCCC(C(=O)c3ccc(OC)cc3OC)C2)cc1 (stereo unspecified)
  2.6	3.0	.	-1.6	.	-1.8	6.9	.	0.4
- O=C(Cc1ccc([N+](=O)[O-])cc1)NCc1ccccn1
  5.2	2.0	0.676	-13.7	-4.5	-1.3	17.8	2.9	-0.5
- COc1cc(-n2c3nc4ccccc4nc3c3c(=O)n(Cc4ccco4)cnc32)cc(OC)c1OC
  .	0.4	0.0333	.	.	.	-8.7	.	-0.7
- Cc1nn(C(C)(C)C)c(NC(=O)c2ccc(Cl)cc2Cl)c1Br
  12.3	0.2	0.334	5.2	9.2	5.8	9.8	7.3	-0.3
- O=C1NC(=Nc2ccccc2)S/C1=C\c1cccn1-c1ccccc1
  17.6	-11.8	-0.0434	1.6	1.6	5.7	10.2	7.4	0.2
- Cc1sc2nc(C(C)Sc3n[nH]c(N)n3)[nH]c(=O)c2c1C (stereo unspecified)
  0.4	-0.3	-0.593	-8.0	-12.4	-5.2	-2.5	-3.4	1.4
- COc1ccc([N+](=O)[O-])cc1NS(=O)(=O)c1cc(C(=O)O)ccc1OC
  10.5	1.9	-0.329	0.8	-4.4	-4.7	-4.6	-4.4	0.9

Next part:
Each structure is followed by: FXIIa inh	TNF death inh	KCC2 mod	Thrombin inh	Rad51 HR inh	FXIa inh	Hck-Nef inh	KLK5 inh	L929 necroptosis
- CCNC(=S)NNC(=O)c1cccc(Br)c1
  6.7	-1.3	0.599	-0.9	-42.8	0.9	-0.6	-80.6	-0.2
- COc1cc2c(cc1OC)CN(Cc1ccc(OC)c(C)c1OC)CC2
  0.4	3.6	0.793	-0.1	-1.6	-4.7	1.1	-25.4	0.3
- Nc1nonc1-c1noc(-c2ccc(Br)o2)n1
  8.7	-1.0	.	-3.2	.	-24.2	0.5	6.6	0.0
- CCC(C)N(C(=O)Cn1nnc2ccccc21)C(C(=O)Nc1ccc(F)cc1)c1cccc(OC)c1 (stereo unspecified)
  13.5	-5.3	-1.01	-2.1	10.7	2.3	-0.1	-25.3	0.0
- O=C(NCc1ccco1)c1cnn2c(C(F)(F)F)cc(-c3ccccc3)nc12
  23.8	-4.3	.	3.0	-3.8	8.2	1.1	-3.1	-0.1
- O=C(O)Cn1nc2ccccc2n1
  23.1	-1.0	0.0291	5.9	-12.9	-1.7	-0.7	-1.1	0.0
- CCOc1nc(NCCO)nc(Nc2ccc([N+](=O)[O-])cc2)n1
  6.9	2.4	0.371	0.1	3.3	6.4	3.0	-2.0	1.5
- CCOc1ccccc1C1C(C#N)=C(N)Oc2n[nH]c(CC)c21 (stereo unspecified)
  21.0	-3.4	-4.87*	3.4	6.4	2.5	1.0	-9.0	0.2
- COC(=O)CNS(=O)(=O)c1ccc(Cc2ccc(S(=O)(=O)NCC(=O)OC)cc2)cc1
  9.3	-1.2	-0.0179	-0.6	-6.1	5.2	2.3	-0.5	-0.3
- Cc1c(NC(=O)/C(C#N)=C/C2CC=CCC2)c(=O)n(-c2ccccc2)n1C (stereo unspecified)
  4.2	0.8	-0.118	0.7	.	-4.0	3.8	-1.6	0.7
- CC1(C)CC(=O)C2=C(C1)c1c(ccc3ccccc13)NC2c1ccco1 (stereo unspecified)
  12.8	-2.2	-1.01	0.1	-6.2	-6.0	-15.9	-2.3	-0.3
- CC(=O)Nc1ccc(S(=O)(=O)NC(CC(=O)N(C)Cc2ccccc2)C(C)C)cc1 (stereo unspecified)
  3.4	-1.6	0.193	-4.0	-0.1	-3.6	3.8	1.4	-0.1
- CC(C)(C)NC(=O)/C(=C\c1ccccc1F)NC(=O)c1ccc([N+](=O)[O-])cc1
  -0.2	1.1	0.0599	-0.8	30.6	-6.3	-46.7	-14.0	0.4
- COC(=O)c1c(C)[nH]c(C(=O)NCc2ccco2)c1C
  9.1	-0.1	0.637	-0.2	7.2	-0.2	0.0	3.3	1.0
- O=C(c1ccc([N+](=O)[O-])cc1)N1CCN(C(=O)c2cccs2)CC1
  15.7	1.4	0.518	-1.5	1.6	5.2	0.6	9.4	-0.4
- CCOC(=O)c1ccc(Nc2cc(C)nc3nc(C)nn23)cc1
  5.5	-0.1	-0.487	-2.2	.	-0.5	-6.7	-10.9	.
- COc1cccc(NC(=O)C2CCN(S(=O)(=O)c3ccc4c(c3)OCCO4)CC2)c1
  13.8	2.7	0.421	2.6	-20.3	-1.4	2.2	-12.8	0.5
- O=C(N/N=C/c1ccccc1Br)C1CC1
  7.3	-0.1	-3.11	-3.7	-5.3	-2.8	-17.2	2.9	-2.0
- O=C(Nc1cccc(F)c1)Nc1ccc2c(c1)C(=O)OC2
  4.0	8.6	0.433	-2.5	.	-1.3	17.7	-2.1	0.2
- O=C1NC(=O)c2cc(NC(=O)C3COc4ccccc4O3)ccc21 (stereo unspecified)
  5.2	-2.7	0.308	4.0	23.1	-0.7	11.9	-7.3	1.4
- CN(C)C=NC(=O)c1cc(C(=O)c2ccccc2Cl)c[nH]1
  -6.6	-0.6	1.45	2.8	15.6	-5.8	-5.0	-21.8	12.2
- Cc1nc2cc(C(F)(F)F)ccc2n1C1CCN(CC(=O)N2CCCC2)CC1
  9.3	0.9	0.0714	-10.7	1.7	8.6	12.5	3.3	-2.0
- CN(C(=O)C1CCN(S(=O)(=O)c2cccs2)CC1)C1CCCCC1
  8.8	-0.4	0.612	0.3	-1.4	6.8	3.8	1.6	0.1
- COc1ccc(-n2nnnc2SCC(=O)c2ccc3c(c2)OCCO3)c(OC)c1
  11.4	-4.0	-0.137	3.2	.	3.1	1.2	4.6	0.0
- Cn1cnc(Sc2ncnc3nc[nH]c23)c1[N+](=O)[O-]
  7.6	-19.4	1.15	0.6	.	1.7	-41.5	1.2	-0.8
- COCc1[nH][nH]c(=O)c1C=NCC(=O)OC
  10.9	-0.2	-0.113	-0.1	1.0	2.0	-5.4	4.0	1.6
- Cc1nc(NCc2ccco2)c2c3c(sc2n1)CCC3
  -3.3	-19.8	.	-10.8	-2.5	4.4	4.5	-1.5	-0.2
- Cc1cc2nccc(-c3ccccn3)n2n1
  4.5	0.4	-0.417	-3.1	-5.0	-1.6	21.5	0.3	6.7
- COc1ccc(O)c(C=NCC(C)N=Cc2cc(OC)ccc2O)c1 (stereo unspecified)
  9.5	-3.9	-0.581	-3.0	2.2	3.3	26.4	-1.1	3.0
- Cc1ccc(S(=O)(=O)Nc2ccc(N3CCOCC3)cc2)cc1
  9.4	1.8	-0.79	-0.8	2.6	1.6	-1.9	-16.4	1.1
- C[C@H](NC(=O)c1ccc(Br)cc1)C(=O)NCc1ccc(S(N)(=O)=O)cc1
  4.6	0.8	0.686	-8.6	9.4	-9.4	-1.4	-5.2	1.5

Gathered by group: the entries above with a COOH group.
Each structure is followed by: FXIIa inh	TNF death inh	KCC2 mod	Thrombin inh	Rad51 HR inh	FXIa inh	Hck-Nef inh	KLK5 inh	L929 necroptosis
- COc1ccc([N+](=O)[O-])cc1NS(=O)(=O)c1cc(C(=O)O)ccc1OC
  10.5	1.9	-0.329	0.8	-4.4	-4.7	-4.6	-4.4	0.9
- O=C(O)Cn1nc2ccccc2n1
  23.1	-1.0	0.0291	5.9	-12.9	-1.7	-0.7	-1.1	0.0

The list is partial; count on the stated rates, not on these rows.
